SNCA viab count: GF-AFC viability counterscreen for inhibitors of alpha-synuclein gene (SNCA) expression | Potency, µM (top dose mostly 57.1 µM), without a hit: at the top dose activity change, negative = cytotoxicity, usual class: cytotoxic | HEK-293-SNCA-luc viability, GF-AFC fluorescence, 24 h | actives 0.12% (n = 150,000);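 further: potency means the concentration at half of the fitted maximal effect; 0% = DMSO-treated cells and -100% = medium-only wells without cells; nearly all actives have a fitted effect of over 30% in size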
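HEK-293-SNCA-luc cells (1500/well) plated 24 h, then exposed 24 h to a dilution series; GF-AFC added 30 min at 37C, fluorescence 405/540 nm; normalised to medium-only and DMSO wells, Hill fit.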
SNCA expr inhib: Primary qHTS assay for inhibitors of alpha-synuclein gene (SNCA) expression | Potency, µM (doses to about 57.2 µM), for inactives: at the highest dose activity change, negative = inhibition, usual class: inhibitors | HEK-293 SNCA-luciferase knock-in, luminescence, 24 h | actives 0.17% (n = 140,000) | AID 1671194, 2021;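 further: potency means the concentration at half of the fitted maximal effect; plate controls were DMSO cells for no effect and cell-free wells for full effect; nearly all actives have a fitted effect of over 45% in size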
HEK293 tox: Cytotoxic Profiling in HEK 293 Cell Line of Diverse Libraries Using Quantitative High-Throughput Screening | HEK 293 viability, ATP luminescence (CellTiter-Glo), 48-72 h | Potency, µM (top dose mostly 115 µM), for the others: at the top dose activity change, negative = cytotoxicity, hits mostly inhibitors | actives 6.6% (n = 94,000) | AID 1345083, 2018; further: potency means the concentration at half of the fitted maximal effect; nearly all actives have a fitted effect of over 60% in size
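Luminescence from cellular ATP, measured with CellTiter-Glo, indicates HEK 293 viability. Cells plated at 250 cells/well are treated with compound for 48 or 72 hr at 37 degree Celsius before reagent addition.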
Luciferase inh: Firefly luciferase inhibition profiling of diverse chemical library using quantitative high-throughput screening. AID 1347043, 2019. Potency, µM (titrated, usually from 115 µM), for the others: top-dose activity change, negative = inhibition, most hits filed as inhibitors. actives 2.5% (n = 76,000). purified P. pyralis luciferase, luminescence, biochemical; further: potency means the concentration at half of the fitted maximal effect; nearly all actives have a fitted effect of over 65% in size
Target sequence (P08659 whole entry, looked up): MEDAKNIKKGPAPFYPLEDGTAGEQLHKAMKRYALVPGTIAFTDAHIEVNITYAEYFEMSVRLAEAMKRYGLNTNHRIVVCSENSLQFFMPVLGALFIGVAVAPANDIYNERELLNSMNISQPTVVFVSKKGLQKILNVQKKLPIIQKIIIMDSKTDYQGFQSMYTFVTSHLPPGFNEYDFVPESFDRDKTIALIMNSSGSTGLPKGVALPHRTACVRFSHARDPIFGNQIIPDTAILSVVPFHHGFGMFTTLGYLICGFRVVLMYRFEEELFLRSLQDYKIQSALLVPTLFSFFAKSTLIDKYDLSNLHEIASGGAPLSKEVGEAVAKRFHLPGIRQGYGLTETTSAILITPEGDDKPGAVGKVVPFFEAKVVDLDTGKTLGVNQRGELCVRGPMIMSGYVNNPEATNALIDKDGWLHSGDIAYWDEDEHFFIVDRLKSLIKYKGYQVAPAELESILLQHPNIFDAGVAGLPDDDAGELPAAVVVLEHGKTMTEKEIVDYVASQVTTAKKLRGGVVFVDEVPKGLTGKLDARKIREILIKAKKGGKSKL
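Purified P. pyralis luciferase (10nM final) in 50mM Tris acetate pH 7.5, 10mM Mg acetate, 0.01% Tween-20, 0.05% BSA with 10uM D-luciferin and 10uM ATP. Compounds titrated qHTS. Luminescence imaged on CCD.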
NIH3T3 tox: Cytotoxic Profiling in NIH 3T3 Cell Line of Diverse Libraries Using Quantitative High-Throughput Screening. AID 1345082, 2018. actives 4.3% (n = 94,000). NIH 3T3 viability, CellTiter-Glo ATP luminescence, 48-72 h. Potency, µM (titrated, usually from 96.7 µM), without a hit: top-dose activity change, negative = cytotoxicity, actives largely listed as inhibitors; further: potency means the concentration at half of the fitted maximal effect; nearly all actives have a fitted effect of over 55% in size
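Viability of NIH 3T3 cells after 48 or 72 hr compound treatment at 37 °C was assessed by CellTiter-Glo, with luminescence imaged following a 10 min room-temperature step.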
IP6K1 inh: Primary qHTS assay for small molecule inhibitors of Inositol hexaphosphate kinase 1 (IP6K1). Inositol hexakisphosphate kinase 1 (Homo sapiens), Q92551. IP6K1 kinase, ADP-Glo luminescence, 2 h; stronger effect = lower value. activity change, % (series mostly up to about 58 µM). actives 0.81% (n = 140,000); in the data active means activity change below about -25%
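ADP-Glo luminescence measures ADP made by human IP6K1 during a 2 h RT reaction with ATP/IP6 (mix at 1.3 mM/130 uM); top library doses 57.5 and 19.1 uM final.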
GPT2 inh: Primary qHTS assay for inhibitors of Glutamate pyruvate transaminase 2 (GPT2); Alanine aminotransferase 2 (Homo sapiens), Q8TD30; AID 1671188, 2021; Potency, µM (series often up to 57.7 µM), inactives show top-dose activity change, negative = inhibition, hits mostly inhibitors; actives 0.25% (n = 100,000); Recombinant GPT2, coupled pyruvate oxidase/HRP Amplex Red fluorescence; further: potency means the concentration at half of the fitted maximal effect; nearly all actives have a fitted effect of over 60% in size; many of its hits are not listed in these tables
Target sequence (Q8TD30 whole entry, looked up): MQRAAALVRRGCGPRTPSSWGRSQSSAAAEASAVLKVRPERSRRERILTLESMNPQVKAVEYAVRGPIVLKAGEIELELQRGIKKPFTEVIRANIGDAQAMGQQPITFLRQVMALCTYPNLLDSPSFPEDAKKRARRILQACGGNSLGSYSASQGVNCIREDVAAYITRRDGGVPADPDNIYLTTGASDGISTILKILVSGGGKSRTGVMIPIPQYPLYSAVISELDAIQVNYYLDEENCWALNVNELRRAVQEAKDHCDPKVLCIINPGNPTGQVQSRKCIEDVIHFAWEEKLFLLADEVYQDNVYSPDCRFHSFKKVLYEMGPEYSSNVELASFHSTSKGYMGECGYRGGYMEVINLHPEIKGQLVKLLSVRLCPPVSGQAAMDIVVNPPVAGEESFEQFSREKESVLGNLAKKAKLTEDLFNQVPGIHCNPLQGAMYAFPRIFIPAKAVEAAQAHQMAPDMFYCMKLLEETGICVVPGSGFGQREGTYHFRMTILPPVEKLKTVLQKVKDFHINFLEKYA
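GPT2 10ng/uL, a-KG 250uM, L-Ala 2mM, HEPES pH7.5 + 0.0001% Tween; 30 min RT. Then Amplex mix (PO/HRP/ThPP), 30 min RT dark, fluorescence. AOA 50uM used as positive control.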
Numbers without * were called inactive; i = inactive; ? = inconclusive; . = no result given; [ ] = another dose, or the depositor's remark. Unless noted, the call rests on the fitted dose curve; in most records, active means well fitted curve in the direction sought with a large enough effect; inconclusive means small, poorly fitted or top-dose-only effect, or another doubt; inactive means no such curve, though single readings can be large; an effect the other way counts as inactive or inconclusive. Unless noted, on the % scale 0 is the no-effect control and ±100 the full control effect.

SMILES	SNCA viab count	SNCA expr inhib	HEK293 tox	Luciferase inh	NIH3T3 tox	IP6K1 inh	GPT2 inh
CCOC(=O)C1=C(CN2CCN(c3ccc(C)cc3C)CC2)NC(=O)NC1c1ccc(OC)cc1 (configuration not stated)	-29%	?	.	.	.	10	.
CCCCCn1c(=O)[nH]c2cc(C(=O)N3CCN(c4cccc(OC)c4)CC3)ccc2c1=O	4%	-8%	.	.	.	-10	.
COc1ccc(-c2cnc([C@@H]3COCCN3Cc3ccc(C)cc3)[nH]2)cc1	-4%[87.6 µM]	0%[87.6 µM]	?	-2%[172 µM]	?	1	2%[88.5 µM]
CNC(=O)c1cc(C)nc2onc(C3CCN(C(=O)c4cccc(C)c4)C3)c12 (configuration not stated)	.	.	-11%	.	-23%	-8	.
O=c1oc2ccc3ccccc3c2cc1-c1nnc(Nc2ccccc2F)s1	13%	-13%	.	.	.	18	.
CCc1ccc(CN2C[C@@H]3C(=O)N(Cc4ccc5c(c4)OCO5)C(=O)[C@@H]3C2)cc1	-4%	-5%	?	5%	?	-2	-7%
Cc1nnc2ccc(N3CCC(NC(=O)c4cccc(Cl)c4)C3)nn12 (configuration not stated)	.	.	-22%	.	?	2	.
O=C(NCCc1ccccc1)C(=O)NCC(c1ccc2c(c1)OCO2)N1CCOCC1 (configuration not stated)	-3%	23%	.	.	.	5	.
CCCOc1ccc(OC(=O)c2ccc(-c3ccc(CCC)cn3)cc2)cc1	-11%	75%[activator]	.	.	.	-5	.
Cc1ccccc1CSc1nnc2[nH]c(=O)cc(C)n12	2%	-17%	.	.	.	-3	.
CCOCCNC(=O)CNC(=O)c1cccc(-c2ccc(SC)cc2)c1	2%	-11%	?	.	?	-4	?
O=C(c1ccc2c(c1)OCO2)N1CCC2(CC1)CC(c1ccccc1)=NO2	-14%	-10%	?	-11%	-32%	3	-30%
Cc1ccc(-c2nnc3c4ccccc4c(-c4ccccc4)nn23)cc1	8%	-16%	.	.	.	-10	.
COCCNC(=O)c1ccc2c(c1)OCCN(c1ccccc1)C2	-10%[87.6 µM]	-23%[87.6 µM]	?	-1%[172 µM]	?	-5	-21%[88.5 µM]
C[S+](=O)([O-])N1CC2(CCN(C(=O)CCC(=O)O)C2)Cc2ccccc21 (configuration not stated)	1%	24%	i	.	-16%	-1	i
COCCN1C(=O)[C@H]2CN(Cc3ccc(OC)cc3)C[C@H]2C1=O	-24%	-15%	-3%	4%	5%	7	i
CC(C)c1nnc(C2CN(C(=O)c3cccc(Br)c3)CC23CCOCC3)o1 (configuration not stated)	-9%	-18%	-19%	7%	-14%	19	-7%
CC(C)NC(=O)N1CCN(S(=O)(=O)c2ccccc2)[C@@H](C(=O)N[C@H](Cc2c[nH]c3ccccc23)C(N)=O)C1	-2%	-7%	i	14%	i	0	1%
COc1ccc(CC(=O)N2CNC(=O)C23CCN(C(=O)[C@@H](N)c2ccccc2)CC3)cc1	3%	9%	0%	.	5%	-7	i
CCOCCCNc1ncnc2c1CN(C1CCNCC1)C(=O)CN2C	-5%	18%	i	.	1%	-6	-27%
COc1ccc(-c2ccc3c(c2)C(=O)N2CC[C@H](NC(=O)C4CCNCC4)C[C@H]2C(=O)N3)c(OC)c1	8%	-10%	i	-8%	0%	-14	-6%
COC(=O)c1c(NC(=O)COc2cc(C)c(Cl)c(C)c2)sc2c1CCCC2	-2%	45%[activator]	.	.	.	22	.
COc1ccccc1C(=O)N1CCN(C(=O)c2nnn3c2COC(c2ccc(C)cc2)C3)CC1 (configuration not stated)	0%	-28%	?	-20%	?	-20	?
O=C1Cc2c(-c3ccc4c(c3)OCO4)n[nH]c2CN1Cc1ccccc1	-7%[87.6 µM]	-12%[87.6 µM]	-5%[172 µM]	-1%[172 µM]	?	16	i
COc1cccc2c1OCCCN(C(=O)c1ccc(C3CCCNC3)cc1)C2 (configuration not stated)	-5%	12%	-14%	-10%	-18%	-3	-8%
Remaining list, next part
SMILES	SNCA viab count	SNCA expr inhib	HEK293 tox	Luciferase inh	NIH3T3 tox	IP6K1 inh	GPT2 inh
CNC(=O)c1cccc(-n2c(C)nc3cccnc32)c1C	-8%	-29%	.	.	.	21	.
COc1ccc(NC(=O)c2ccc3c(c2)sc2nc(-c4ccc(OC)cc4)cn23)cc1	0%	150%[activator]	.	.	.	-10	.
C=C1CC2(C(=O)O)CC1CCC2C1(C)CCCC2(C)C(=O)OC(O)C21 (configuration not stated)	-2%	.	.	.	.	6	i
O=C(NCc1ccccc1)NC[C@H]1Cn2c(-c3ccc4c(c3)OCO4)cnc2CO1	4%[87.6 µM]	6%[87.6 µM]	-27%[172 µM]	?	?	-2	i
Cc1ccc(N(C)C(=O)c2noc3c2CCCCC3)cc1C	-8%	32%[activator]	.	.	.	4	.
CCCCC(C=O)NC(=O)C(CC(C)C)NC(=O)OCc1ccccc1 (configuration not stated)	?	13%	.	.	.	.	i
O=S(=O)(c1ccccc1)N1CCC(CCc2nc(C3CCOCC3)no2)CC1	-3%	-11%	?	.	?	21	-4%
CCOCC(=O)N[C@@H]1CN(Cc2ccccc2)C[C@H]1CN(C)C	1%	4%	-5%	-11%	-8%	-12	4%
COc1ccc(C)cc1NC(=O)c1noc2c1CSc1ccccc1-2	-6%	5%	.	.	.	10	.
CC(C)CCNc1ncnc2c1cnn2-c1cccc(Cl)c1	-17%	94%[activator]	.	.	.	13	.
CC[C@H]1CN(C(=O)NC(C)C)CC[C@H]1CC(=O)Nc1ccccc1	2%[87.6 µM]	-4%[87.6 µM]	2%[172 µM]	8%[172 µM]	3%[138 µM]	-5	i
CCOC(=O)C1(Cc2ccc(Cl)cc2)CCN(Cc2ccc(OC)cc2O)CC1	-11%	?	?	35%	?	17	-11%
Cc1cn2nc(C(=O)NCc3cccc(C(F)(F)F)c3)cc2c(=O)[nH]1	14%	-7%	-8%	-27%	-32%	-8	0%
CCOC(=O)[C@@H]1CN(C(=O)OCC)[C@H]2c3cccc(C)c3O[C@@H]12	.	.	?	.	?	5	.
Cc1ccc(NC(=O)N[C@@H]2C=C(C(=O)N[C@@H](Cc3cccs3)C(N)=O)C[C@@H](O)[C@@H]2O)cc1	-12%	5%	i	0%	0%	-18	i
CCOCC(=O)NC1CCN(c2cnn(C)c(=O)c2)CC1	5%	1%	-1%	-9%	-9%	6	?
CCn1c(=O)c2sccc2n2c(CCC(=O)N3CCN(c4ccccc4OC)CC3)nnc12	?	-2%	.	.	.	-12	.
CCOc1cc(C2c3c(oc4ccc(F)cc4c3=O)C(=O)N2Cc2ccco2)ccc1O (configuration not stated)	?	14%	.	.	.	-6	.
CCN1CCN(c2cc(C)c3cc(NC(=O)/C=C/c4cccc(OC)c4OC)ccc3n2)CC1	-28%	79%[activator]	.	.	.	-7	.
O=C(CC1CCN(S(=O)(=O)c2cccs2)C1)NCc1ccccc1 (configuration not stated)	6%[12.5 µM]	4%	-2%	-6%	-10%	-12	i
CCn1c(CC2C(=O)N(C)c3ccccc32)nc2ccccc2c1=O (configuration not stated)	-7%	17%	.	.	.	0	.
Cc1ccc2nsnc2c1S(=O)(=O)N[C@@H]1CC[C@@H](N)C1	6%	34%[activator]	-17%	3%	-2%	15	i
COc1ccc(CN2CCC3(CC2)CC(=O)c2ccccc2O3)cc1	5%[87.6 µM]	?	-24%[172 µM]	-5%[172 µM]	-22%[138 µM]	7	i
CN(Cc1ccncc1)Cc1cccc(C(F)(F)F)c1	-1%[87.6 µM]	1%[87.6 µM]	-20%[172 µM]	.	-33%[138 µM]	25	i
CC(=O)N1CCc2cc(Br)cc(S(=O)(=O)CCC(=O)NCCc3ccc(Cl)cc3)c21	24%	-2%	.	.	.	5	.

Quoted at random: 4 records from the list
SMILES	SNCA viab count	SNCA expr inhib	HEK293 tox	Luciferase inh	NIH3T3 tox	IP6K1 inh	GPT2 inh
Cc1ccc(NC(=O)N[C@@H]2C=C(C(=O)N[C@@H](Cc3cccs3)C(N)=O)C[C@@H](O)[C@@H]2O)cc1	-12%	5%	i	0%	0%	-18	i
CCOc1cc(C2c3c(oc4ccc(F)cc4c3=O)C(=O)N2Cc2ccco2)ccc1O (configuration not stated)	?	14%	.	.	.	-6	.
CCCCC(C=O)NC(=O)C(CC(C)C)NC(=O)OCc1ccccc1 (configuration not stated)	?	13%	.	.	.	.	i
C=C1CC2(C(=O)O)CC1CCC2C1(C)CCCC2(C)C(=O)OC(O)C21 (configuration not stated)	-2%	.	.	.	.	6	i

Next section
SMILES	SNCA viab count	SNCA expr inhib	HEK293 tox	Luciferase inh	NIH3T3 tox	IP6K1 inh	GPT2 inh
CNC(=O)c1nn(C)c2nc(-c3ccccc3OC)ccc12	8%[87.6 µM]	8%[87.6 µM]	2%[172 µM]	.	-24%[138 µM]	6	i
COc1ccc(OCCn2nnc3sc4c(c3c2=O)CCCC4)cc1	-1%	12%	.	.	.	14	.
CC(C)CN(CC1CN(C(=O)Nc2cccc(Cl)c2)CCO1)C(=O)c1ccccc1 (configuration not stated)	-8%	-2%	?	-21%	?	14	-7%
CCOC(=O)c1cccc(NC(=O)N2CC[C@@H](CC(=O)NCCSC)[C@@H](CC)C2)c1	3%[87.6 µM]	18%[87.6 µM]	-33%[172 µM]	4%[172 µM]	?	-5	-3%[88.5 µM]
O=S(=O)(c1ccccc1Cl)N1CC(c2nc(Cc3ccccc3)no2)C1	-4%	-18%	?	-3%	?	-9	i
COC(=O)C1=C(C)N=C2SC=C(CC(=O)N3CCCC3)N2C1c1cc(OC)ccc1OC (configuration not stated)	-9%	17%	?	-4%	4%	8	5%
CC(Oc1cccc(Cl)c1)C(=O)NCc1nnc2ccc(-c3ccccc3)nn12 (configuration not stated)	13%	-13%	?	-7%	-15%	8	-29%
CN(C)Cc1cn(C[C@H]2C[C@@H](NC(=O)c3nc4ccccc4s3)[C@H](O)[C@@H]2O)nn1	5%	12%	3%	1%	2%	-12	0%
Cc1ccsc1C(=O)N1CCCC(CN2CCCC2)CC1 (configuration not stated)	-8%	-15%	-27%	9%	-6%	-15	i
CCN(CC)CCCNC(=O)c1cn(CC)c2ccc(S(=O)(=O)N3CCc4ccccc4C3)cc2c1=O	6%	-12%	.	.	.	17	.
Cc1cc(-c2cc3[nH]ccc3c(C(=O)NCc3c(C)cc(C)[nH]c3=O)n2)ccn1	-16%[87.6 µM]	45%[activator][87.6 µM]	-26%[172 µM]	?	?	0	3%[88.5 µM]
C=CCNC(=O)[C@@H]1Cc2cn(Cc3ccncc3)c3cccc(c23)[C@H](CC(C)C)N1	?	?	35µM*	-18%[172 µM]	?	-1	?

From PubChem BioAssay
